Bioassay records deposited in PubChem BioAssay by several laboratories.
Hck Nef HTS – blocks Nef-activated human Hck kinase; Recombinant Hck-YEEI plus Nef, Z-Lyte FRET kinase assay; inhibition, % at 20 µM; hit rate 0.68% among 220,000; AID 463187;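 active = Hck-Nef kinase inhibition above about 50%, limit read from the data; inactive = inhibition below that limit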;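 note: 0% = DMSO with Hck plus Nef and 100% = Hck alone without Nef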
Tb hexokinase – T. brucei hexokinase 1 inhibition. recombinant TbHK1, G6PDH-coupled NADH A340. inhibition, % at 10 µM. hit rate 0.11% among 220,000;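 active = inhibition of 50% or more in the single-dose primary screen; inactive = inhibition below 50%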
m-calpain inh – blocks pig calpain II enzyme activity | purified calpain II, fluorogenic peptide substrate, 30 min | inhibition, % at 16 µM | hit rate 0.37% among 220,000;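 active = inhibition above about 50%, limit read from the data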
Rad51 HR inh – blocks human Rad51 in homologous recombination; AID 1385; hRad51 DNA strand exchange, fluorescence dequenching; hit rate 0.085% among 200,000; inhibition, % at 10 µM;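 active = inhibition above 40% at the single screening dose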;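 note: 0% = DMSO control wells and 100% = blanks with heterologous ssDNA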
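System: hRad51 filaments on single-stranded DNA; reagent: Fluorescein- and BHQ1-tagged 47-mer duplex; compound dosing: one concentration, 10 µM final; timing: filaments 15 min 37 °C, then compound 30 min; measured by: fluorescein emission 520 nm, excitation 485 nm; benchmarks: per-plate controls and blanks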
PGE2 EP2 inh – inhibitors of human EP2 prostaglandin E2 receptor | P43116 | hit rate 0.52% among 260,000 | C6 glioma cells expressing human EP2, cAMP TR-FRET; cells stimulated with saturating PGE2 | inhibition, % at 25 µM | AID 1422;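 active = percent inhibition above 40 after rounding to a whole number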;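 note: rat C6 glioma host cells with rolipram phosphodiesterase inhibitor present; the protocol text gives 20 µM as final concentration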
EP2 mod – modulates human prostaglandin E2 receptor EP2 signaling; EP2-expressing cells, cAMP HTRF FRET, PGE2 co-stimulation; induction, % at 25 µM; hit rate 0.83% among 260,000;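 active = compounds whose cAMP rise, as percent of the full-agonist control response, exceeds 60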;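 note: rat C6 glioma line stably carrying human EP2 under a CMV promoter; the protocol text gives 20 µM as final concentration; 100% = response of wells given 1 µM PGE2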
zVAD death inh – blocks zVAD induced death of L929 cells. L929 zVAD necroptosis rescue, ATP luminescence, 24 h; with zVAD 60 µM. viability rescue, % at 10 µM. hit rate 0.38% among 220,000;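 active = activation, scaled between plate controls, above about 75%, limit read from the data; inactive = activation under that limit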;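 note: 0% = zVAD with DMSO and 100% = DMSO alone without zVAD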
eIF4E-4G inh – blocks eIF4E binding to eIF4G | inhibition, % at 21.7 µM | hit rate 0.37% among 220,000 | TR-FRET eIF4E-eIF4GI(517-606) binding, 2 h;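 active = inhibition above about 30%, limit read from the data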;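 note: 0% = full FRET control wells and 100% = background wells lacking eIF4GI fragment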
Target sequence (P63073 whole entry, looked up, the tested form may be a part): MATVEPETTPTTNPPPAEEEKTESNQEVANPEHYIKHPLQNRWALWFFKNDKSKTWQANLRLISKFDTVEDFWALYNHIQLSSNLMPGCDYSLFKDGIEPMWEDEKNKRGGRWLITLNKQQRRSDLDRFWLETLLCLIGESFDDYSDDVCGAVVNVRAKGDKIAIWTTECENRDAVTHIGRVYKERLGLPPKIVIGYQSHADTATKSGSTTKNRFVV
Target sequence (Q04637 whole entry, looked up, the tested form may be a part): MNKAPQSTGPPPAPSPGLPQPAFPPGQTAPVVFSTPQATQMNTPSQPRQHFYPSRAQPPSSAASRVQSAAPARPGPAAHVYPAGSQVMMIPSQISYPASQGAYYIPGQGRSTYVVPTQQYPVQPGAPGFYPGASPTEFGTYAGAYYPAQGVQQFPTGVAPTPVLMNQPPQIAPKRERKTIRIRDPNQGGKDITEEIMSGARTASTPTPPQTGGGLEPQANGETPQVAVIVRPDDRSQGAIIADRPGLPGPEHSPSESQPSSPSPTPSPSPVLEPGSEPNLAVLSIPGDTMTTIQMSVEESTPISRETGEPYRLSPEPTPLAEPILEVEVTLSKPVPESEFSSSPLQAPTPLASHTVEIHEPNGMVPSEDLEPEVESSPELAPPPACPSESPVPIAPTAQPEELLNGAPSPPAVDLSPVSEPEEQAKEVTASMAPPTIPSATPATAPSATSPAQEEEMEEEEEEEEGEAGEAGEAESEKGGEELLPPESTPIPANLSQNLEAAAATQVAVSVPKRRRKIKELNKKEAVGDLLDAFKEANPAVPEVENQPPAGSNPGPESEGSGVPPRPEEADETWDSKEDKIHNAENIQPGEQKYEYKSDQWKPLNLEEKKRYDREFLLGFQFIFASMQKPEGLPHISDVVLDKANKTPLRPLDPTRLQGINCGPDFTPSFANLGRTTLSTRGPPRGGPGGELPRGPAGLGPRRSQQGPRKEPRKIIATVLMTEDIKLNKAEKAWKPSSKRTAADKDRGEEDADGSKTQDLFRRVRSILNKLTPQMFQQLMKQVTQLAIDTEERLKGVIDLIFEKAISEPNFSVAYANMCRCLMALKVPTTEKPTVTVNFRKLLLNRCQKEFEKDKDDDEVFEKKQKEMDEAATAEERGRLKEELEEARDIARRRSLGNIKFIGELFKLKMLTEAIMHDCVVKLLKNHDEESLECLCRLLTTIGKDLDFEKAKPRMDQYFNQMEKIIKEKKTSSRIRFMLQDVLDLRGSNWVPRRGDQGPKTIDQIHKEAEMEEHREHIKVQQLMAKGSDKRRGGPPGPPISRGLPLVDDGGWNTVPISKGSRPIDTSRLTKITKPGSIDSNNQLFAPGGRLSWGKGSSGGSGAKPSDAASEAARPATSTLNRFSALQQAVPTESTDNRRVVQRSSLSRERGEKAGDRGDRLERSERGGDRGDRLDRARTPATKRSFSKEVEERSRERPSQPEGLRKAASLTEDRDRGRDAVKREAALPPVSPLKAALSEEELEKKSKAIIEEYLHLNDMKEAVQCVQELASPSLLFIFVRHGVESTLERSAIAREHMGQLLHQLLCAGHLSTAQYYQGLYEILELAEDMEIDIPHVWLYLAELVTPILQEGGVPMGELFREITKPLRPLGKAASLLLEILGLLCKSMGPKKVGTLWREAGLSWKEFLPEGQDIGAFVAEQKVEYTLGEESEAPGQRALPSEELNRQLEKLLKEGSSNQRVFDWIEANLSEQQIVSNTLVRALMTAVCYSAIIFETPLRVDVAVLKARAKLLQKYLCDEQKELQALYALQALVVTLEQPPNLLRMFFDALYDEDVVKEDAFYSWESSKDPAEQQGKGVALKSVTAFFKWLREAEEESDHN
14-3-3 Bad inh – disrupts binding of bovine 14-3-3 zeta to phospho-Bad peptide | P63103 | TR-FRET 14-3-3zeta/Dy647-pBad peptide displacement, 1 h | inhibition, % at 21.7 µM | hit rate 0.71% among 220,000;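 active = inhibition above about 70%, limit read from the data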;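 note: 0% = full 14-3-3 plus peptide FRET controls and 100% = background without 14-3-3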
Active calls of the source: *; i = inactive; . = not tested or not shown; [ ] = dose if it differs, or a comment. These rows are one share of the data; the hit share may differ from the screen's.

SMILES | Hck Nef HTS | Tb hexokinase | m-calpain inh | Rad51 HR inh | PGE2 EP2 inh | EP2 mod | zVAD death inh | eIF4E-4G inh | 14-3-3 Bad inh
Cc1ccccc1C(=O)Nc1ccccc1 | 1 | 2 | 0 | -4 | 6 | -7 | 0.8 | -2 | 0
CC1CCC(C(C)C)C(OC(=O)C[n+]2cc(-c3ccc(Cl)cc3)n3c2CCCCC3)C1 (stereo not given) | 11 | 24 | -3 | 3 | 14 | -42 | 2.2 | 3 | -1
CCOc1ccccc1C(=O)Nn1c(C2CCC2)nc2ccccc2c1=O | 1 | 3 | 24 | -15 | 5 | 14 | 0.0 | 1[fluorescence artefact?] | -4[fluorescence artefact?]
CCCCCOc1ccc(Br)cc1/C(C)=N/NC1=NCCN1 | 19 | 12 | -36 | . | . | -5 | -1.1 | 1[fluorescence artefact?] | 19
COc1ccc(COc2ccccc2C(N)=O)cc1F | 3 | -3 | -9 | . | 10 | 20 | . | -5 | 4
Cc1cc(C)c2c(-n3cccc3)nn(CC#N)c2n1 | 2 | -1 | -36 | -3 | 3 | 24 | -0.1 | -6 | -12
CC1(C)Cc2ccccc2C(N)=C1C#N | 0 | -23 | -40 | -3 | 9 | -5 | 0.0 | 1 | 11
Cc1ccc(SCC(=O)NCCSCc2ccccc2)cc1 | 3 | 4 | 10 | 7 | 2 | -9 | 3.5 | 2 | 0
O=C(c1ccc([N+](=O)[O-])cc1)N1CCN(C(=O)c2ccco2)CC1 | -118 | 0 | 5 | -15 | 6 | 19 | 1.1 | 0 | 3
CCC(C)(C)C1CCc2[nH]nc(C(=O)NN)c2C1 (stereo not given) | 1 | -4 | 19 | -12 | 8 | 27 | 0.9 | 1 | 1
COc1ccc(C2=CC3=C(Br)C(=O)C(C)(OC(=O)c4ccco4)C(=O)C3=CO2)cc1 (stereo not given) | 92* | -19 | -29 | -4 | 14 | 4 | 0.0 | 16 | 23
COc1cc(CN2CCN(c3cccc(C)c3C)CC2)cc(OC)c1O | -3 | -1 | 8 | 3 | 10 | 1 | 0.1 | -3 | 7
COc1ccc(OCCCN2CCCC(C)C2)cc1 (stereo not given) | 1 | -1 | -26 | -3 | 6 | -14 | -0.3 | 2 | 26
CCOc1cc(C2C(C(=O)N3CCCCC3)=C(C)NC3=C2C(=O)CC(C)(C)C3)ccc1O (stereo not given) | 0 | -9 | -60 | -7 | 10 | -3 | 0.4 | -5 | -5
O=C(O)c1ccc(Br)c(S(=O)(=O)N2CCCC2)c1 | 1 | -1 | -11 | . | 13 | 11 | 0.5 | 3 | 40
COc1cccc(CN2CCN(C(=O)CC(C)C)CC2)c1 | -1 | 1 | -11 | -4 | 9 | 14 | 3.0 | 2[fluorescence artefact?] | 34[fluorescence artefact?]
CCCC(=O)c1ccc(N2CCN(S(=O)(=O)c3ccc(C)cc3)CC2)c(F)c1 | 0 | -2 | 14 | -1 | 16 | -3 | 0.9 | 1 | -5
Cc1ccccc1CN1C[C@@H]2C[C@@H](c3cnc(N4CCOCC4)s3)N3CCC[C@@]23C1=O | 23 | 0 | -2 | -11 | 11 | 11 | -0.6 | -1 | 3
CCOC(=O)CN(C(=O)COc1nc(-c2ccccc2)cc(C)c1C#N)c1cccc(OC)c1 | 6 | -1 | 13 | 5 | 7 | 27 | -0.5 | -1 | -1
COc1ccc2nc3oc(C(=O)NC4CCN(Cc5ccccc5)CC4)cc3cc2c1 | 3 | -7 | -404 | 1 | 15 | -10 | 2.9 | 0 | -10
CCOCCCNC(=O)CCS(=O)(=O)Cc1ccc(C)cc1 | 2 | 0 | 6 | 1 | 12 | 16 | -0.1 | -1 | 1
Cc1cc(/C=C(\C#N)C(=O)Nc2ccc(Cl)cc2)c(C)n1-c1ccc(N2CCOCC2)c([N+](=O)[O-])c1 | 7 | -26 | -36 | 14 | 14 | 14 | 0.9 | -2 | -2[fluorescence artefact?]
Oc1ccccc1OCCOc1ccccc1OCCOc1ccccc1O | 23 | -3 | 36 | -7 | 7 | -1 | 0.8 | -7 | 5
Cc1cc(OCCCCN2C(=O)NC(C)(C)C2=O)ccc1[N+](=O)[O-] | -2 | -8 | -3 | 21 | 10 | -36 | 1.2 | 5 | -3
COc1ccc(/C=C2\N=C(C)N(c3ccc4ccccc4c3)C2=O)cc1OC | 2 | -24 | -35 | -5 | 9 | 0 | 1.6 | 4 | -5

A different layout for part of the listing above.
SMILES,Hck Nef HTS,Tb hexokinase,m-calpain inh,Rad51 HR inh,PGE2 EP2 inh,EP2 mod,zVAD death inh,eIF4E-4G inh,14-3-3 Bad inh
CCCC(=O)c1ccc(N2CCN(S(=O)(=O)c3ccc(C)cc3)CC2)c(F)c1,0,-2,14,-1,16,-3,0.9,1,-5
Cc1ccccc1CN1C[C@@H]2C[C@@H](c3cnc(N4CCOCC4)s3)N3CCC[C@@]23C1=O,23,0,-2,-11,11,11,-0.6,-1,3
CCOC(=O)CN(C(=O)COc1nc(-c2ccccc2)cc(C)c1C#N)c1cccc(OC)c1,6,-1,13,5,7,27,-0.5,-1,-1

Next section.
SMILES | Hck Nef HTS | Tb hexokinase | m-calpain inh | Rad51 HR inh | PGE2 EP2 inh | EP2 mod | zVAD death inh | eIF4E-4G inh | 14-3-3 Bad inh
OCc1nc2ccccc2n1Cc1c(F)cccc1Cl | 8 | 0 | -12 | 1 | 4 | 23 | 0.3 | 2 | -5
Cc1cc(C)nc(-n2nc(C)cc2NC(=O)CNCc2ccccc2)n1 | 2 | -2 | -19 | -1 | 5 | 19 | 0.6 | 2[fluorescence artefact?] | 6[fluorescence artefact?]
CCOC(=O)CC(=O)NC(CC(=O)OC)c1ccc(Br)cc1 (stereo not given) | 21 | -4 | -12 | -15 | 6 | 6 | 4.2 | -1 | -16
O=C(c1ccccc1F)N1CCN(c2ccc([N+](=O)[O-])c(N3CCOCC3)c2)CC1 | 30 | -2 | 27 | -1 | 5 | -41 | 2.5 | 0 | 6
COc1ccc(N(C(=O)Cn2nnc3ccccc32)C(C(=O)NC(C)(C)C)c2ccc(OC)c(O)c2)cc1 (stereo not given) | 17 | -5 | -22 | -1 | 13 | 14 | -0.8 | -1 | -10
CCN(CC)CCn1c(SCC(=O)NCCC2=CCCCC2)nc2c(sc3ccccc32)c1=O | 29 | -14 | -21 | 24 | 5 | -30 | -0.8 | 0 | 5
CCC1(C)N([O-])C(C)=C(c2ccccc2)[N+]1=O (stereo not given) | 1 | -16 | -10 | 7 | 8 | 2 | 0.1 | -6 | -1
Cc1cc(C(=O)COC(=O)c2ccncc2)c(C)n1Cc1ccco1 | 32 | -3 | -14 | 4 | 6 | -38 | 1.3 | -5 | 26
COc1ccc2nc3ccccc3nc2c1NC(=O)c1ccccc1Cl | -31 | -11 | 4 | . | 10 | -44 | -0.1 | 5 | 5
CC(=O)/C(=N\Nc1ccc(C)cc1)N1CCOCC1 | 0 | -10 | 8 | 0 | 12 | -1 | -0.1 | 9 | 14
Cc1ccc(-n2cc(S(=O)(=O)c3ccc(C)cc3)[nH]c2=O)cc1 | 16 | -2 | -7 | -3 | 24 | 11 | 1.3 | 1 | -4
O=C(O)c1ccc(Nc2ncnc3scc(-c4ccccc4)c23)cc1 | 19 | -20 | -25 | 1 | 4 | 22 | 7.6 | 3 | -2
CCOC(=O)c1ccccc1NC(=O)C=C(C)C | 1 | 1 | 2 | 2 | 7 | 32 | 1.4 | 1[fluorescence artefact?] | 3[fluorescence artefact?]
O=C(CCCn1c(=S)[nH]c2ccccc2c1=O)N1CCOCC1 | 1 | -6 | 3 | -2 | 5 | -28 | 0.0 | 3 | 0
CCOC(=O)C(=O)c1csc(NC(=O)COc2ccc(N(C)S(=O)(=O)c3ccc(F)cc3)cc2)n1 | -15 | 2 | -45 | -4 | 12 | -23 | 1.6 | -6 | -7
CC(C)(O)C#Cc1ccc(CN2CCCC(CO)(Cc3cccc(Cl)c3)C2)cc1 (stereo not given) | 16 | 2 | -20 | -10 | 14 | -18 | 1.2 | 1 | -9
CCN(CC)C(=O)C1CCCN(C(=O)Nc2ccc3nsnc3c2)C1 (stereo not given) | -8 | -12 | -296 | 0 | 14 | -18 | 0.5 | 2[fluorescence artefact?] | -8
Cc1cc(NC(=O)CSc2ccc(Cl)cc2)no1 | 0 | 6 | -26 | -2 | 14 | 8 | 0.2 | -3 | 6
CCc1cc(C(=O)N/N=C/c2c(C)[nH]c3ccccc23)cs1 | 2 | -21 | 28 | 14 | 5 | -67 | 1.0 | 0 | 2[fluorescence artefact?]
CCn1cc(Br)c(C(=O)Nc2nccs2)n1 | -8 | -4 | -2 | 4 | 6 | 8 | 6.6 | 1 | -14
CCc1nnc(NC(=O)CSc2nnc(Cc3ccccc3)n2-c2ccc(OC)cc2)s1 | 8 | -5 | 10 | 1 | 4 | 11 | -0.7 | -8 | 17
Cc1cccc(NC(=O)c2cnc3sccn3c2=O)c1 | 5 | -47 | 39 | . | -2 | -13 | -0.7 | 1 | 1
CCOC(=O)c1cc(=O)cc(C(=O)OCC)o1 | 1 | 4 | -18 | 11 | 13 | 26 | -0.3 | 1 | 0
O=C(Cn1nnc(-c2ccc(Cl)cc2)n1)NCc1ccco1 | 16 | 5 | -38 | . | 6 | -9 | 2.1 | 14 | 4
COc1ccc(NC(=O)CSc2c3c(nc4ccccc24)CCC3)c(OC)c1 | 2 | -3 | 8 | 22 | 9 | 4 | 0.3 | -2[fluorescence artefact?] | 1

Additional records follow:
SMILES | Hck Nef HTS | Tb hexokinase | m-calpain inh | Rad51 HR inh | PGE2 EP2 inh | EP2 mod | zVAD death inh | eIF4E-4G inh | 14-3-3 Bad inh
CC(=O)Oc1cccc(N2C(=O)c3ccc(C(=O)Nc4c[nH]c(=O)[nH]c4=O)cc3C2=O)c1 | 23 | 4 | -63 | -5 | 10 | 24 | 2.8 | 2 | -6
Cc1cc(C)n(/N=C/c2cc(Cl)cc(Cl)c2O)c(=O)c1 | -51 | 5 | -108 | -3 | 6 | 6 | 0.4 | -1 | 8
COc1ccc(N(CC(=O)N2CCN(Cc3ccc4c(c3)OCO4)CC2)S(=O)(=O)c2ccc(F)cc2)cc1 | 17 | -11 | -15 | -8 | 8 | 24 | -0.1 | -9 | 1
COc1ccc2[nH]c(C(=O)O)c(CCNC(C)=O)c2c1 | 7 | 6 | -87 | . | . | 27 | 1.7 | -17 | 0
CC(C)C(NC(=O)c1ccc(C(C)(C)C)cc1)C(=O)NCC(c1ccccc1)N(C)C (stereo not given) | 3 | -9 | 10 | -30 | 13 | 11 | 0.4 | 3 | -4
COc1cc2c3c(c1)C1(C(=O)N3C(C)(C)C=C2C)C(C#N)=C(N)Oc2cc(O)ccc21 (stereo not given) | 0 | -5 | -26 | 5 | 7 | 7 | 0.3 | 10 | -3
CCc1ccccc1-n1c(SCC(=O)N2CCCC2)nnc1-c1ccccn1 | 1 | 3 | 7 | -1 | 8 | 3 | -0.4 | 2 | 2
Cc1cccc(NC(=S)NCCc2ccc(S(N)(=O)=O)cc2)c1C | 0 | 4 | -12 | -4 | 7 | -4 | 1.4 | -2 | -7
O=C(COc1ccc2c3c(c(=O)oc2c1)CCC3)NC1CCCCC1 | 2 | -10 | -34 | 2 | 6 | 29 | 10 | 2[fluorescence artefact?] | 5
N#C/C(=C\c1cc(Cl)cc(Cl)c1O)C(=O)NC1CCCCC1 | -1 | 6 | -26 | 6 | 5 | -9 | 0.5 | 1 | -3
N#Cc1nc(-c2ccccc2F)oc1N1CCCC1 | 5 | -24 | i | 5 | 11 | -11 | -0.5 | 10 | 16
COC(=O)c1ccc(CSc2nccn2C)cc1 | -2 | 6 | -26 | -7 | 6 | -3 | 0.9 | -3 | 26
O=[N+]([O-])c1ccc(CSc2ncnc3ccccc23)cc1 | 5 | 5 | 2 | 0 | 9 | 12 | -0.7 | 6 | 11
